Assay outcomes as filed in PubChem.
CHOP inhibitor – inhibitors of CHOP promoter induction, primary screen, cell-based, unfolded protein response, luciferase reporter; CHO-K1 CHOP-promoter luciferase, tunicamycin-induced, 15-18 h; 220,000 compounds, 3.8% hits; inhibition, % at 10 µM;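 active = compounds that reduced the stress-induced luciferase reporter signal by more than about 70% of percent inhibition, limit read from the data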;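 also: 0% = tunicamycin plus vehicle and 100% = wells without tunicamycin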
TNF death inh – inhibitors of TNF-alpha triggered necroptosis, primary screen, cell-based, Jurkat FADD-/-, single concentration; AID 463075, 2010; Jurkat FADD-/- TNF necroptosis rescue, ATP luminescence, 24 h; 0 = TNF only, 100 = no-TNF cells; 220,000 compounds, 0.068% hits; activation (protection from cell death), % at 10 µM;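 active = activation, meaning protection from cell death, of at least 50% relative to plate controls; inactive = activation below 50%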;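 also: necroptosis triggered by 40 ng/mL TNF-alpha added together with compound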
FXIa inh 1536 – human FXIa protease inhibitors, primary screen, biochemical, 1536-well; 220,000 compounds, 0.14% hits; purified FXIa, Boc-Glu-Ala-Arg-AMC fluorogenic substrate; inhibition, % at 5 µM; Coagulation factor XI (Homo sapiens), P03951;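 active = inhibition of at least 40%; inactive = inhibition below 40%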;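 also: fluorescence of freed AMC excited at 355 nm; 0% = enzyme without compound and 100% = no enzyme blank; many of its hits are not listed in these tables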
FXIIa inh – human FXIIa protease inhibitors, primary screen, biochemical, 1536-well | AID 800, 2007 | inhibition, % at 5 µM | Coagulation factor XII (Homo sapiens), P00748 | 220,000 compounds, 0.3% hits | purified FXIIa, Boc-QGR-AMC fluorogenic substrate, 2 h; in the data active = inhibition above about 40%;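 also: 0% = enzyme with no compound and 100% = blank without enzyme; many of its hits are not listed in these tables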
zVAD death inh – inhibitors of zVAD-triggered necroptosis, primary screen, L929 cells | L929 zVAD necroptosis rescue, ATP luminescence, 24 h; with zVAD 60 µM | 220,000 compounds, 0.38% hits | AID 1377, 2008 | viability rescue, % at 10 µM;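 active = activation, scaled between plate controls, above about 75%, limit read from the data; inactive = activation under that limit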;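 also: 0% = zVAD with DMSO and 100% = DMSO alone without zVAD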
TbHK1 inh – Trypanosoma brucei hexokinase 1 inhibitors, primary screen, biochemical, G6PDH-coupled NADH absorbance, MLSCN library; hexokinase 1 [Trypanosoma brucei]; recombinant TbHK1, G6PDH-coupled NADH A340; inhibition, % at 10 µM; 220,000 compounds, 0.11% hits; AID 1430, 2008;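 active = inhibition of 50% or more in the single-dose primary screen; inactive = inhibition below 50%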
PGE2 EP2 inh – human EP2 receptor antagonists, primary screen, TR-FRET cAMP, C6 glioma cells. Prostaglandin E2 receptor EP2 subtype (Homo sapiens), P43116. C6 glioma cells expressing human EP2; cells stimulated with saturating PGE2. inhibition, % at 25 µM. 260,000 compounds, 0.52% hits. AID 1422, 2008;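 active = percent inhibition above 40 after rounding to a whole number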;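 also: rat C6 glioma host cells with rolipram phosphodiesterase inhibitor present; the protocol text gives 20 µM as final concentration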
Target sequence (P43116 whole entry, looked up): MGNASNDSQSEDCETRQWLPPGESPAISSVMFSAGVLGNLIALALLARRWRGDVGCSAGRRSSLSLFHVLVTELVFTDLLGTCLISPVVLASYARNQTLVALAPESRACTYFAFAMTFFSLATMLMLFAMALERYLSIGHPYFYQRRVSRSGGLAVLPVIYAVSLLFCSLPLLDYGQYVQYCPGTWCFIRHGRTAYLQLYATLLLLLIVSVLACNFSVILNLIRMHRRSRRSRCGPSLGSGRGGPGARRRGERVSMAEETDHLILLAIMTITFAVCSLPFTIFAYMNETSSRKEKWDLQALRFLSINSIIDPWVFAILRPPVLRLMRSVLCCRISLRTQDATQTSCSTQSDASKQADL
PPC-1+TRAIL kill – compounds killing PPC-1 cancer cells with TRAIL present, primary screen, TRAIL potentiator project, ATPLite luminescence, uHTS | AID 1443, 2008 | PPC-1 cells + TRAIL, ATPLite viability luminescence | cell killing (% activity), % at 4 µM | 220,000 compounds, 0.41% hits;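 active = cell killing above 50% in the first pass at 4 µM, then a duplicate retest at 5 µM averaging 50% or more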;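 also: plate controls were cells with TRAIL plus DMSO for no effect and medium-only wells lacking cells for full effect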
Wee1 stabilizer – Wee1 degradation inhibitors, primary screen, cell-based, HeLa, Wee1K328M-luciferase, luminescence. Wee1-like protein kinase (Homo sapiens), P30291. HeLa Luc-Wee1K328M stability; 100% = proteasome inhibitor MG132 effect. reporter increase, % at 5 µM. 220,000 compounds, 1.2% hits. AID 1321, 2008;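 active = activation above the mean of all tested compounds plus 3 SD, set per screening run, cut at about 8.8% in these data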;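 also: cells exposed to compound for 20 h before luminescence read; 0% = DMSO alone and 100% = MG132 at 30 µM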
Numbers without * were called inactive; . = no result given; & = joins results of further samples.

Structure	CHOP inhibitor	TNF death inh	FXIa inh 1536	FXIIa inh	zVAD death inh	TbHK1 inh	PGE2 EP2 inh	PPC-1+TRAIL kill	Wee1 stabilizer
Fc1ccccc1CSc1nnnn1-c1ccc2c(c1)OCO2	11	-2.0	1	15	-0.2	-1	6	14	1
O=S(=O)(Nc1cccnc1)c1cccc(C(F)(F)F)c1	5	0.0	-4	10	-0.1	2	7	20	8
CCc1c(C)c2cc(Cl)c(O)c(CN3CCCCC3)c2oc1=O	1	-0.1	11	-14	0.0	-22	7	3	-1
CCOC(=O)c1cc2sc(C)cc2n1CC(=O)N(CC)CC	-8	-2.0	-3	3	0.3	-3	17&7	16	-1
CCN(CC)c1ccc(C2Nc3cccc4cccc(c34)N2)c(O)c1	.	-6.0	.	.	1.9	-8	6	14	-1
CC(C)CC(C(=O)Nc1oc(-c2ccco2)c(-c2ccco2)c1C#N)N1C(=O)c2ccccc2C1=O (stereo not given)	29	-3.3	15	24	-0.2	-12	9	1	1
CN(C)C(=O)Nc1ccccc1	-14	-0.9	5	2	-0.1	29	0	-16	-2
Cc1sc(NC(=O)COc2cccc(-n3cnnn3)c2)c(C#N)c1C	-6	1.5	9	13	63	21	3	9	-3
CC(C)c1ccc2nc(N)sc2c1	11	-0.1	-3	5	7.7	-2	6	8	6
Cc1c(NC(=O)c2ccc(Cl)c(S(=O)(=O)N3CCOCC3)c2)c(=O)n(-c2ccccc2)n1C	34	-1.3	-9	-3	0.8	-2	10	8	1
Cc1cc(C(=O)O)ccc1N/C=C1\CCCC(C)C1=O (stereo not given)	26	1.7	-10	17	1.2	-28	12	4	-2
O=C(/C=C/c1c(Cl)nc2ccccn12)Nc1ccc(F)cc1	-14	-0.6	1	14	1.5	-19	2	13	-2
CSc1nsc(SC)c1NC(=O)OCC1CCCO1 (stereo not given)	22	-1.6	7	7	-0.6	2	3	-5	0
CCN(CC)c1ccc(NC(=O)c2cccc(OC)c2)c(C)c1	-38	-6.8	-4	9	0.9	3	15	16	2
CCN(CC)CCCNC(=O)CC1Sc2ccccc2NC1=O (stereo not given)	-37	-1.4	-11	-16	0.2	2	11	-10	2
CCn1c(COc2ccc(=O)n(-c3ccccc3)n2)n[nH]c1=S	21	0.3	-5	7	9.8	-11	2	10	1
N/C(=N\OC(=O)Cc1cccs1)c1ccc(Cl)cc1	-18	3.9	3	7	-0.2	-1	9	-8	2
Cc1oc(-c2ccccc2Cl)nc1CN1CCCCC1c1cccnc1 (stereo not given)	38	0.5	2	8	0.1	-4	12	7	0
NC(=O)c1c(N)sc(=S)n1-c1ccccc1	32	-2.2	1	16	0.8	-7	11	-7	0
CCCc1cc2c(cc1NC(=O)c1ccco1)OCO2	3	-0.5	-9	-8	0.3	-3	10	-1	0
NC(=O)COC(=O)c1ccccc1OCc1ccccc1Cl	42	-0.2	1	14	1.2	-2	9	24	7
O=[N+]([O-])c1nn(-c2ccc3c(c2)OCCO3)n(O)c1=NCc1ccccc1Cl	-13	-10	-1	19	-0.3	-2	6	15	-1
CC1SCC(=O)N(CC(=O)Nc2ccc3c(c2)OCCO3)C1=O (stereo not given)	-7	1.5	-6	4	1.0	2	10	17	-2
COc1cccc(NC(=O)COc2ccc(S(=O)(=O)NC(C)C)cc2)c1	17	-0.1	16	21	-0.5	-3	8	14	-1
CCOC(=O)c1cnc(SC)nc1Oc1cccc(NS(=O)(=O)c2ccccc2)c1	-8	-0.8	7	14	1.9	-14	8	6	0
CN(C)C(=S)SCCn1c(N)nc(N(C)C)nc1=O	14	0.7	2	3	1.0	-2	9	0	-1
CCCCCC(=O)Nc1nc(C)c(-c2csc(Nc3ccc(Cl)cc3)n2)s1	21	2.5	-2	2	3.6	-8	7	24	2
CSc1nnc(C)c(=O)n1COC(=O)c1cc(Cl)ccc1[N+](=O)[O-]	-12	-3.1	0	7	3.1	-3	12	16	3
CCOC(=O)c1nn(-c2cccc(C)c2)cc1C(=O)c1ccccc1	41	0.2	-1	-4	1.2	4	.	30	2
CC(=O)c1sc(Nc2nc(C)cc(C)n2)nc1C	-21	-9.7	-1	8	1.4	-42	11	-2	0
Cc1cc(C)c(NC(=O)CC(C)(C)C)c(Cl)c1	27	-1.4	-8	-6	0.3	1	6	0	0
Cn1ncc2c(Nc3ccc([N+](=O)[O-])cc3)nc(Cl)nc21	9	4.9	2	3	2.8	-9	15	-8	-1
O=C(NC12CC3CC(CC(C3)C1)C2)c1ccc(-c2ccccc2Cl)o1	46	-3.1	0	9	5.8	12	3	22	5
CCn1c(COc2cccc(OC)c2)nnc1SCC(=O)Nc1cccc(OC)c1	18	-3.0	2	11	0.0	7	5	34	6
O=C(CSc1ncc(-c2ccc(F)cc2)n1Cc1ccco1)Nc1nccs1	17	-2.6	16	30	0.0	5	10	3	4
c1ccc2nc3c(cc2c1)CCCCCC3	-12	1.0	3	14	-1.3	-3	8	6	-1
O=c1[nH]c2c(s1)C=Nc1ccccc1N2	17	1.9	7	15	3.9	1	-1	-21	-1
CC(NC(=O)COC(=O)/C=C/c1cccc(C(F)(F)F)c1)c1ccccc1 (stereo not given)	31	1.0	10	7	0.5	-4	3	-5	4
CC1Cn2c(nnc2C23CC4CC(CC(C4)C2)C3)S1 (stereo not given)	9	-1.4	2	-3	0.5	4	3	3	0
Cc1nc(S(=O)(=O)N(C)Cc2ccccc2)c(C#N)c(C)c1Cl	49	0.0	-18	15	-0.4	-6	14	9	3
C=CCOC(=O)C1=C(C)NC(=S)NC1c1cccs1 (stereo not given)	28	0.4	4	8	-1.1	-3	8	1	2
Cc1cccc(NC(=S)N(C)C)c1C	8	0.8	-4	4	-0.1	-10	13	-7	1
CCOC(=O)C1CCCN(c2c(C(=O)c3ccccc3)cnc3ccc(OC)cc23)C1 (stereo not given)	69	4.4	-2	-3	0.2	-8	7	8	-1
O=C1c2ccccc2CCC12N=NCC2c1ccc(Cl)cc1 (stereo not given)	55	0.2	-4	4	0.1	2	6	21	1
COc1ccccc1NC(=O)CN1C(=O)NC(C)(C)C1=O	29	-1.3	2	-4	0.8	-4	8	6	0
CCc1cccc(CC)c1NC(=S)NCc1ccc2c(c1)OCO2	-1	-5.4	7	16	-0.5	9	10	14	0
CCC(C)(C)n1nnnc1C(c1cc2ccc(C)cc2[nH]c1=O)N(Cc1cccnc1)Cc1ccco1 (stereo not given)	-24	-4.7	3	17	-0.4	-11	9	-3	-1
OC1(CC#CCN2CCCCC2)c2ccccc2-c2ccccc21	6	1.8	-2	6	1.9	-5	5	10	-3
CC(=O)N1CCN(c2ccc(NC(=O)c3ccc(N4CCCC4)c([N+](=O)[O-])c3)cc2Cl)CC1	-19	-5.2	-3	-4	1.8	-18	11	30	0
Cc1cc(C(=O)CSc2nnnn2-c2ccccc2)c(C)n1CCc1ccccc1	35	1.4	3	16	0.2	10	5	-13	-1
Cc1cnc(NC(=O)CSc2nnc(-c3ccncc3)n2C2CCCCC2)s1	5	2.1	-3	15	0.2	1	17&7	-10	0
COc1cccc(-c2nc(COc3ccc(Cl)cc3Cl)no2)c1	-2	1.9	1	13	0.2	2	16	10	-2
COC(=O)C1=C(C)NC(c2c(O)ccc3ccccc23)C(C(=O)OC)=C1C (stereo not given)	7	0.6	7	18	1.1	-6	9	-1	-2

Results in CHOP inhibitor, Wee1 stabilizer and TbHK1 inh (2 entries from above):
molecule | CHOP inhibitor | Wee1 stabilizer | TbHK1 inh
CC(NC(=O)COC(=O)/C=C/c1cccc(C(F)(F)F)c1)c1ccccc1 (stereo not given) | 31 | 4 | -4
CC1Cn2c(nnc2C23CC4CC(CC(C4)C2)C3)S1 (stereo not given) | 9 | 0 | 4

Pulled one by one from above (5):
Structure	CHOP inhibitor	TNF death inh	FXIa inh 1536	FXIIa inh	zVAD death inh	TbHK1 inh	PGE2 EP2 inh	PPC-1+TRAIL kill	Wee1 stabilizer
O=c1[nH]c2c(s1)C=Nc1ccccc1N2	17	1.9	7	15	3.9	1	-1	-21	-1
O=C(CSc1ncc(-c2ccc(F)cc2)n1Cc1ccco1)Nc1nccs1	17	-2.6	16	30	0.0	5	10	3	4
Cc1cnc(NC(=O)CSc2nnc(-c3ccncc3)n2C2CCCCC2)s1	5	2.1	-3	15	0.2	1	17&7	-10	0
CCC(C)(C)n1nnnc1C(c1cc2ccc(C)cc2[nH]c1=O)N(Cc1cccnc1)Cc1ccco1 (stereo not given)	-24	-4.7	3	17	-0.4	-11	9	-3	-1
Cc1cc(C)c(NC(=O)CC(C)(C)C)c(Cl)c1	27	-1.4	-8	-6	0.3	1	6	0	0

Not all compounds are listed; the hit share may differ from the screen's.
